XBP1 UPR activ: activators of adaptive arm of unfolded protein response (XBP1) | CHO-XBP1 luciferase reporter, IRE1-XBP1 UPR activation, luminescence; percent of tunicamycin response, DMSO as zero | activation, % at 20 µM | hit rate 0.33% among 330,000 | AID 463104;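 active means versus positive control, 20 µM dose yields 30% or more activation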;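 further: 100% = tunicamycin at 10 µg/mL and 0% = DMSO only wells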
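Material: CHO cell line with stable XBP1 luciferase reporter; schedule: 16-18 h cell attachment at 37 °C, then 6 h compound exposure; signal: glow luminescence from Steady-Glo reagent; medium: serum-containing F12 medium, 10% FBS; benchmarks: tunicamycin 10 µg/mL and vehicle-only wells; read-out: percent activation relative to tunicamycin reference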
tim10-1 inh: tim10-1 yeast growth inhibition | S. cerevisiae tim10-1 ts strain growth, BacTiter-Glo, 24 h | inhibition, % at 20 µM | hit rate 2.2% among 330,000 | AID 463190;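 active means inhibition of at least 40%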;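 further: mutant grown at 25 °C; 0% = DMSO wells with yeast and 100% = wells holding no yeast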
APJ antag: APJ receptor antagonism; CHO-K1 APJ beta-arrestin complementation, luminescence; inhibition, % at 20 µM; hit rate 0.32% among 330,000;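 active means inhibition above about 40% at 20 µM, limit read from the data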;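 further: cells challenged with 10 nM apelin-13 agonist together with compound; plate controls were apelin-13 plus DMSO wells for no effect and DMSO wells lacking apelin-13 for full effect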
Target sequence (P35414 whole entry, looked up): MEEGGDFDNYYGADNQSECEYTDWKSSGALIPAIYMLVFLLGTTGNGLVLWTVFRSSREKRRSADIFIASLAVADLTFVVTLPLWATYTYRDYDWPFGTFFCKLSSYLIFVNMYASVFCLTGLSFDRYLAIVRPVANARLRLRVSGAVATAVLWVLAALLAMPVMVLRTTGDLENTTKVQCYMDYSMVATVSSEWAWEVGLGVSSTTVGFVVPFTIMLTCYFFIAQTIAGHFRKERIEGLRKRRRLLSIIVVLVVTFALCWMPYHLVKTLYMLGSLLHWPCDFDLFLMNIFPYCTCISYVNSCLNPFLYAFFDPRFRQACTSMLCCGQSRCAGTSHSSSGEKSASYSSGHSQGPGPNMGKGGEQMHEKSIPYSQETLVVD
CHOP UPR activ: apoptotic UPR (CHOP) activation | CHO-CHOP luciferase reporter, luminescence; percent of tunicamycin response over DMSO baseline | hit rate 0.34% among 330,000 | activation, % at 10 µM | AID 449763;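 active means at 10 µM dose, activation of 40% or more, normalized to positive control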;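 further: 100% = tunicamycin at 10 µg/mL and 0% = DMSO alone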
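Evaluation: % reporter activation, DMSO baseline versus tunicamycin full activation; System: CHO-CHOP luciferase reporter cell line; Input: 500 cells/well; Incubation: 6 h compound treatment, 37 °C; Measured by: Steady-Glo luciferase luminescence; Dosing: one dose, 10 µM in 0.5% DMSO; Buffer or medium: F12 medium, 10% FBS; Benchmarks: positive tunicamycin 10 µg/mL, negative DMSO alone.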
APJ ag: activates the human apelin receptor APJ; CHO-K1 APJ PathHunter beta-arrestin, luminescence; 0% DMSO wells, 100% apelin; activation, % at 20 µM; hit rate 0.11% among 330,000;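 active means activation more than six SD over the plate average, tested at 20 µM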;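 further: 0% = DMSO alone and 100% = apelin-13 at 10 nM; some results filed as inactive read as strong as hits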
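Material: CHO-K1 APJ beta-arrestin complementation cell line; Input: cell density 1000 per well; Incubation: compound stimulation 90 min at 25 °C, detection 60 min; Signal: luminescence from split beta-galactosidase complementation, Galacton Star/Emerald II substrate; Controls: DMSO-only wells as negative, 10 nM Apelin-13 as positive control.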
TIM10 inh: inhibits growth of TIM10 yeast strain | inhibition, % at 10 µM | S. cerevisiae TIM10 strain growth, BacTiter-Glo luminescence, 24 h | hit rate 1.4% among 330,000;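 active means inhibition of 40% or more at the single tested concentration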;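 further: wild-type TIM10 isogenic control strain grown at permissive 25 °C; 0% = DMSO yeast wells and 100% = minimal medium wells without yeast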
Mdm2-MdmX inh: human Mdm2/MdmX binding inhibition. hit rate 3% among 330,000. inhibition, % at 8 µM. O15151+Q00987. SaOS-2 split-luciferase Mdm2/MdmX complementation, luminescence;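 active means inhibition of at least 50% at 8 µM in the primary screen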
CXCR6 inh: blocks human CXCR6 beta-arrestin recruitment; AID 602244; hit rate 0.36% among 360,000; CHO-K1 PathHunter CXCR6 beta-arrestin, luminescence; inhibition, % at 20 µM; O00574; in the data active means inhibition above about 34%, passing the limit was not always enough;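 further: antagonist mode with CXCL16 agonist at 10 nM final; 0% = 10 nM CXCL16 with DMSO and 100% = unstimulated wells without agonist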
Target sequence (O00574 whole entry, looked up): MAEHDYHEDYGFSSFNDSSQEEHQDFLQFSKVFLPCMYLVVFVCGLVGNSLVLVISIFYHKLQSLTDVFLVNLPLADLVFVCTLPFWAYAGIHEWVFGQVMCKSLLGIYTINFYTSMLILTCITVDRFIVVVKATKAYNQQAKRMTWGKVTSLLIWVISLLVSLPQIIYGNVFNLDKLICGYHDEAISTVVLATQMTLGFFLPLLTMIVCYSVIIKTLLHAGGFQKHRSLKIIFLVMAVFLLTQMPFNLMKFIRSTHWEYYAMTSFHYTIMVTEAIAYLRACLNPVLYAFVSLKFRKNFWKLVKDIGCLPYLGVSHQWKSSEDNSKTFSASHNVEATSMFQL
tim23-1 inh: inhibits growth of tim23-1 mutant yeast; S. cerevisiae tim23-1 growth, BacTiter-Glo luminescence, 24 h; hit rate 1.3% among 330,000; AID 463212; inhibition, % at 20 µM;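 active means growth inhibition of the mutant yeast at or above 50%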;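 further: temperature-sensitive mutant grown at 25 °C; plate controls were DMSO-treated mutant yeast for no effect and medium wells lacking yeast for full effect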
The depositor's hits bear a star; . = no result given.

molecule	XBP1 UPR activ	tim10-1 inh	APJ antag	CHOP UPR activ	APJ ag	TIM10 inh	Mdm2-MdmX inh	CXCR6 inh	tim23-1 inh
Cc1ccc(/C=C/C(=O)c2nc3ccccc3[nH]2)cc1	5	36	-4	4.6	1	36	37	5	31
Cc1cc(C)c2[nH]c(=O)c(C(c3nnnn3CC3CCCO3)N3CCCC(C)C3)cc2c1 (stereo not given)	-3	2	11	1.2	-1	1	16	2	13
O=C(Nc1ccc(F)cc1)C1CCCN(S(=O)(=O)c2cccc3cccnc23)C1 (stereo not given)	-4	16	11	0.9	-3	3	14	2	23
COc1ccc(S(=O)(=O)N2CCOCC2)cc1NC(=O)Cc1c(F)cccc1Cl	-3	9	-46	-1.3	0	2	9	3	5
O=C(CN1CCCCC1)NNc1nc(-c2ccccc2)c2cc(Cl)ccc2n1	-4	27	7	1.2	-3	17	35	17	21
CC(C)(C)C(=O)Nc1ccc(S(=O)(=O)N2CCC(c3nc4ccccc4[nH]3)CC2)cc1	-2	10	-10	-0.5	-1	4	5	3	3
CCn1c(SCC(=O)c2ccc(F)cc2)nnc1-c1ccoc1C	1	12	4	4.8	-3	20	-6	-4	17
Cc1ccc[n+](-c2[nH]c(=O)sc2/C=N/N=C(\[O-])c2cccnc2)c1	-2	0	9	-0.9	4	9	-32	0	-2
COc1ccc(-n2nc3c(c2NC(=O)CCCl)CSC3)cc1	-2	-10	8	0.9	-3	11	-11	10	4
O=c1c2cc(Cl)ccc2oc2nc3n(c(=O)c12)CCCS3	0	-3	14	0.4	-4	14	18	0	-1
O=S(=O)(NCc1cccnc1)c1ccccc1	-2	8	11	-1.4	-5	-3	34	-5	-16
CC(OC(=O)Nc1cccc(Cl)c1)C(=O)O (stereo not given)	-1	3	-13	-0.1	-3	-9	-5	1	4
Cc1ccc(Cl)c(OCC(=O)OCC(=O)NC2CCCc3ccccc32)c1 (stereo not given)	-4	24	-3	-0.3	0	-20	-32	-4	8
CCCCNc1cc(Cl)nc(N)n1	-3	29	8	0.0	4	5	-7	0	-1
CCc1cc(=O)oc2c(C)c(OC(C)C(=O)NCCCn3ccnc3)ccc12 (stereo not given)	-4	12	-16	2.6	-2	3	-10	4	2
CCc1cccc2c(C(=O)COC(=O)[C@@H]3CC(O)CN3S(=O)(=O)c3ccccc3[N+](=O)[O-])c[nH]c12 (stereo not given in full)	-4	5	-7	1.3	6	-9	22	-10	-1
Fc1ccc(/C=N/n2c(-c3cccs3)n[nH]c2=S)cc1	-1	30	-26	-2.0	-3	45*	-19	-2	41
Cc1ccc(-c2c(C)cc3oc(=O)cc(-c4ccccc4)c3c2C)cc1	1	3	.	3.2	.	-7	6	2	30
CC1=NN(C(N)=S)C(=O)C1N=Nc1cccc(Cl)c1 (stereo not given)	8	4	31	6.2	-4	7	-60	8	1
COc1ccc(C(O)c2nc3ccccc3s2)cc1 (stereo not given)	2	23	0	3.3	-3	-5	11	.	17
O=C1Nc2ccccc2CCC1Sc1nnc(-c2ccc(Cl)cc2)s1 (stereo not given)	-1	6	-11	-0.3	-3	32	-15	-6	20
CCOc1ccc(NC(=O)c2sc3nc(N4CCOCC4)c4c(c3c2N)CC(C)(C)OC4)cc1	-1	18	19	3.5	6	-3	34	-11	8
CCNC(=O)C(=O)Nc1cc2c3c(c1)CCC(=O)N3CCC2	-3	13	5	-0.5	1	10	-10	3	-4
COc1cc2[nH]ccc(=O)c2cc1OC	-3	-14	-1	-2.5	-4	2	7	-2	-11
O=C(CSCc1ccc(Cl)cc1)Nc1cccc(C(=O)O)c1	-6	-7	-13	3.4	-2	-5	9	5	3
COC(=O)c1ccccc1NC(=O)COC(=O)/C=C/c1ccco1	-2	6	-6	-0.2	-2	-6	19	9	6
CC(OC(=O)c1cccc(-n2cnnn2)c1)C(=O)N(C)c1ccccc1 (stereo not given)	-5	3	14	1.0	-4	-5	6	-3	-13
O=C(NCc1ccccc1)c1ccc(Cl)cc1	-2	3	16	1.8	-3	-10	5	.	8
CCNS(=O)(=O)c1ccc2nc(NC(=O)/C=C/c3cc(OC)c(OC)c(OC)c3)sc2c1	-1	0	5	-1.5	1	-1	6	-2	5
O=C(c1ccc2ccccc2c1)C1CCCN(S(=O)(=O)c2cccnc2)C1 (stereo not given)	-2	26	15	-0.4	-2	18	29	5	31
O=C(O)CCCC(=O)Nc1ccccc1Br	-5	0	6	-3.1	0	-7	21	-8	-4
Oc1cnc2ccccc2c1CN1CCOCC1	0	9	4	-2.0	-9	-6	-4	-7	-4
N/C(=N\OC(=O)c1ccc(Cl)cc1)c1ccc(Cl)cc1	5	43*	-63	8.5	-1	12	11	-4	23
CCOC(=O)CNC(=O)Cn1cnc2sc(C)c(S(=O)(=O)N3CCC(C)CC3)c2c1=O	1	8	-7	0.5	-1	1	-10	3	12
COc1ccc(NC(=O)c2cccnc2Sc2ccccc2)c(OC)c1	-2	22	-14	0.0	-3	-2	-20	-2	6
Cc1ccc2c3c(c(SCC(=O)Nc4nonc4C)nc2c1)CCCC3	0	8	15	-1.7	1	1	12	5	15
CCN1CCn2c1nc(N1CCOCC1)nc2=O	-1	-18	-17	-0.3	2	-9	-4	-4	4
COc1ccc(-c2cc(C(=O)NCc3ccc(Cl)cc3)no2)cc1OC	2	9	-22	2.3	-2	-28	11	-2	-20
COc1ccc(C(=O)NNC(=O)COc2ccc(Cl)cc2)c(OC)c1	-4	1	1	1.1	-4	3	10	9	4
CCOC(=O)C1(CCOc2ccccc2)CCN(CC=C(C)C)CC1	1	27	1	2.4	-4	0	2	0	0
CN(Cc1nc(-c2ccncc2)no1)S(=O)(=O)c1ccc(Br)cc1	-4	-23	-3	-1.9	-1	-27	-34	-15	-45
COc1ccc(NC(=O)c2c(N)no[n+]2[O-])c(OC)c1	1	6	-11	2.3	0	-16	4	6	7
CCOc1ccc(CSC2=NCCN2)cc1[N+](=O)[O-]	-2	6	0	-1.0	-5	8	9	4	3
Cc1cccc(-c2cccc(NC(=O)C3CCCN(C(=O)c4cccnc4)C3)c2)c1 (stereo not given)	-6	-8	-46	0.5	-6	-10	8	-6	8
Cc1nn(CC(=O)Nc2ccc(Cl)cn2)c(C)c1[N+](=O)[O-]	-2	-5	9	-2.2	4	-19	20	-5	8
CCSc1nc(N)c2c3c(sc2n1)CN(C)CC3	0	5	20	1.2	1	7	0	.	-1
CCOC(=O)C1CCCN(c2c(NCc3ccco3)c(=O)c2=O)C1 (stereo not given)	2	4	-73	2.1	0	3	3	-6	16
CC(C)(C)NC(=O)CN(Cc1ccc2c(c1)OCO2)C(=O)CCC(=O)Nc1nccs1	-2	16	-1	-2.4	-2	-9	18	2	1
O=C(Nc1nc2ccc([N+](=O)[O-])cc2s1)C1CCCO1 (stereo not given)	5	40	5	2.9	-3	5	3	14	26
Cc1c(C(=O)N2CCCCC2)c(S(=O)(=O)Nc2cccc(Br)c2)c(C)n1C	-5	26	-16	0.7	-3	17	8	0	29
C=CCn1c(CCc2ccc(OC(C)C)cc2)n[nH]c1=S	3	32	5	0.8	-3	25	-23	-4	26
Cc1ccc(S(=O)(=O)N2CCCCC2CCNC(=O)C(=O)NC2CC2)cc1 (stereo not given)	-1	-3	-47	1.8	-4	-1	13	3	9
O=C(CN1CCc2ccccc2C1)Nc1ccc(OC(F)(F)F)cc1	4	10	8	-0.4	-4	6	10	-5	28
CCCCOc1ccc(-c2nnc(-c3ccco3)o2)cc1	-1	12	-12	-0.6	-2	20	-100	10	31
N#C/C(=N\Nc1ccc(F)cc1)C(=N)N1CCCCCC1	3	7	14	0.0	-2	1	-187	-2	13
O=S(=O)(Cc1cc(N2CCOCC2)nc(-c2ccccn2)n1)c1ccccc1	-1	-15	10	-1.3	-3	4	37	4	-55
COCCCNC(=S)NNC(=S)Nc1ccccc1	1	7	20	0.2	-8	12	3	4	-6
CN(C)CCCOC(=O)c1cc2ccccc2o1	-2	6	-9	-3.8	-4	-5	-3	2	21
O=C(C1=COCCO1)N1CCN(S(=O)(=O)c2cccc(Cl)c2Cl)CC1	0	25	0	-1.1	5	2	15	-3	26
COc1ccc(C(=O)Nc2ccc(Cl)c(S(=O)(=O)Nc3ccccc3OC)c2)cc1	-2	41*	41*	-1.2	0	16	7	0	44
Cc1ccc(C(=O)NCc2ccco2)o1	-2	-7	10	-2.0	-8	-3	21	5	4
Cc1oc(-c2ccccc2Cl)nc1Cn1cccc1C1=NC(c2ccccc2)CO1 (stereo not given)	-4	24	-4	-1.9	-2	7	55*	3	14

Arranged by value in Mdm2-MdmX inh (largest number first): 3 from the list above.
| compound | Mdm2-MdmX inh |
| --- | --- |
| CCOc1ccc(CSC2=NCCN2)cc1[N+](=O)[O-] | 9 |
| O=C(NCc1ccccc1)c1ccc(Cl)cc1 | 5 |
| COCCCNC(=S)NNC(=S)Nc1ccccc1 | 3 |

Only part of the results is shown, so the mix of outcomes need not match the whole.
